Screens deposited in PubChem by National Center for Advancing Translational Sciences (NCATS).
ERG-DNA inh – inhibitors of human ERG Ets domain-DNA interaction; P11308; fluorescence polarization, His-ERG Ets domain / labelled DNA; Potency, µM (top dose mostly 76.9 µM), for inactives: at the top dose FP activity, negative = inhibition, hits mostly inhibitors; 370,000 tested, 0.028% active; active = well fitted inhibition curve with a large enough effect in the polarisation, with a control signal flat; inconclusive = small, poorly fitted or top-dose-only effect, or effect the other way, or a change in a side signal; inactive = no such curve, though single readings can be large or run the other way; the % refers to the polarisation;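 also: polarization taken with two DNA probes labelled with fluorescein and Texas red; potency is read from the fitted curve at half-maximal effect; % of control where 0% means no effect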
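His-tagged ERG Ets domain (1 uM in the protein solution; 300mM KCl, 50mM Tris-HCl, 1mM EDTA, 1mM DTT, pH 7.5) received compound, then a probe mix of 5 nM fluorescein-DNA and 100nM Texas-615-DNA. Fluorescence polarization was read for both dyes.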
D2 agonist – agonists of human D2 dopamine receptor; P14416; HEK293 T-REx D2 cells, calcium flux agonist mode; activation, % at 2 µM; 340,000 tested, 0.53% active; AID 485358;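 active = activation over 3 SD above normal in the single-dose calcium agonist read, cut at about 30% in these data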; also: 0% is about no effect
Target sequence (P14416 whole entry, looked up): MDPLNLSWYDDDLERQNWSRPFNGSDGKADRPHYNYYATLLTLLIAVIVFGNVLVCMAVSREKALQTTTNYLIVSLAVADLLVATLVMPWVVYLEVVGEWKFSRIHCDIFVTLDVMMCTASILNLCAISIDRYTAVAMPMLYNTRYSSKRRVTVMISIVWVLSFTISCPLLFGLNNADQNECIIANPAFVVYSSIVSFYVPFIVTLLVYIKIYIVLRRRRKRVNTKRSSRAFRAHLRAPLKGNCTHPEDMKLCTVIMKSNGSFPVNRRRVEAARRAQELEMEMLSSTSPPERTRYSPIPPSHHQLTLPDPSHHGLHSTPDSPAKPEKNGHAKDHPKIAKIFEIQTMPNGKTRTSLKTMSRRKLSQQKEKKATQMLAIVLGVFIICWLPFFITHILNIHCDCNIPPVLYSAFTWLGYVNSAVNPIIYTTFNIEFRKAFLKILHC
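HEK293 Trex D2 cells, tetracycline-induced, o/n 30 C 5% CO2; no-wash Ca dye, RT 30–90 min; 10-cycle baseline, 23 nl cpd added, kinetic Ca read 180 s; agonist hits = positive Ca response.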
LDHA block – inhibitors of human lactate dehydrogenase A; P00338; purified LDHA, NADH/diaphorase-resazurin fluorescence; hits give low values; activity change, % (values are at about 110 or 230 µM); 480,000 tested, 0.15% active; AID 1347041; in the data active = activity change below about -30%; inconclusive = mostly about -25% to -30%;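 also: plate controls were DMSO wells for no effect and wells without enzyme for full effect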
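Resorufin fluorescence (ex540/em590), read at 0 and 20 min after diaphorase/resazurin addition, reports the NADH left after a 5 min room-temperature reaction of 2 nM human LDH5 with 0.06 mM NADH and 0.2 mM pyruvate.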
D2 antag – antagonists of human D2 dopamine receptor | HEK293 TREx D2 cells, calcium flux, dopamine EC80 | P14416 | inhibition, % at 10 µM | 340,000 tested, 2% active; in the data active = inhibition above about 30%; also: 0% is about no effect
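Calcium flux kinetic readout in an inducible HEK293 TREx D2 line plated overnight at 30 C. After 180 s compound exposure, an EC80 dopamine challenge follows with another 180 s kinetic read to detect antagonism.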
Vif-A3F inh – blocks the Vif interaction with APOBEC3F | HeLa A3F-eYFP + Vif (tagged APOBEC3F with the HIV-1 protein that degrades it), YFP fluorescence increase | Potency, µM (series often up to 46.1 µM), for the others: top-dose activity, negative = active | 390,000 tested, 0.2% active; also: potency is read from the fitted curve at half-maximal effect; % of control where 0% means no effect; nearly all actives have a fitted effect of over 65% in size
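HeLa cells stably expressing A3F-eYFP plus Vif, plated and incubated overnight at 37 deg C, then exposed to compounds overnight at 37 deg C. Blocked degradation read as raised yellow fluorescence (Ex 488/Em 500-530).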
Glioma ERSR ind – induces the endoplasmic reticulum stress response in human glioma cells | 420,000 tested, 0.02% active | U87-MG GRP78 promoter luciferase reporter, 16 h | Potency, µM, for the others: at the top dose activation, actives largely listed as activators; also: potency is read from the fitted curve at half-maximal effect; series mostly up to about 76 µM; % of control where 0% means no effect; nearly all actives have a fitted effect of over 35% in size
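ERSR induction read as luciferase luminescence (Bright-Glo, 10 min at room temperature) in stably transfected human U87-MG glioma cells exposed to compounds for 16 h, using GRP78 as sensor.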
ALOX12 inh – blocks human arachidonate 12S-lipoxygenase | P18054 | purified 12hLO, xylenol orange hydroperoxide absorbance | Potency, µM (series often up to 108 µM), for the others: at the highest dose activity change, negative = inhibition, most hits filed as inhibitors | 580,000 tested, 1.1% active | AID 1671190; also: potency is read from the fitted curve at half-maximal effect; % is scaled to controls: 0 for no effect and ±100 for the full control effect
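Purified human 12hLO (150 nM final) in 25 mM Hepes, 0.01% Triton X-100, pH 7.0 was preincubated 15 min at room temperature with compound. Then 40 uM arachidonic acid was added, 30 min. Hydroperoxide was read by Fe-XO absorbance ratio 573/405 nm.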
RGS4 inhibitor – inhibitors of human regulator of G protein signaling 4 | Transcreener GDP fluorescence polarization, RGS4-accelerated GTP hydrolysis | Potency, µM (titrated, usually from 114 µM), without a hit: at the top dose activity change, negative = inhibition, actives largely listed as inhibitors | 390,000 tested, 0.039% active; also: potency is read from the fitted curve at half-maximal effect; % is scaled to controls: 0 for no effect and ±100 for the full control effect; nearly all actives have a fitted effect of over 75% in size; some results filed as inactive show a strong effect at the top dose
Target sequence (P49798 whole entry, looked up): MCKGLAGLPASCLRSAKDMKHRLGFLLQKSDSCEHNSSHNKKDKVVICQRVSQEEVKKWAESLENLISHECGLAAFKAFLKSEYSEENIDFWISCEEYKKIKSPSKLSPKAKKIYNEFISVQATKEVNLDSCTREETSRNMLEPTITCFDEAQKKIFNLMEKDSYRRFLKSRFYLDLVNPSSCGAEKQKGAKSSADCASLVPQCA
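MLSMR compounds (23 nl, pin-transferred) preincubated 10 min at room temperature with a 500nM (2x) first reagent, then RGS4 at 900nM (2x) plus Transcreener GDP mix added; fluorescence polarization (620/688 nm) read before and after 90 min at 30 °C.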
Vif-APOBEC3G blk – Vif-A3G binding inhibition; Potency, µM (series often up to 46.1 µM), for the others: top-dose activity, negative = active, hits mostly inhibitors; Q9HC16; HeLa A3G-eYFP + Vif (tagged APOBEC3G with the HIV-1 protein that degrades it), YFP fluorescence, overnight; 410,000 tested, 0.076% active; AID 602310;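 also: potency is read from the fitted curve at half-maximal effect; % is scaled to controls: 0 for no effect and ±100 for the full control effect; nearly all actives have a fitted effect of over 60% in size; hits raise eYFP signal because A3G escapes Vif-driven loss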
Target sequence (Q9HC16 whole entry, looked up): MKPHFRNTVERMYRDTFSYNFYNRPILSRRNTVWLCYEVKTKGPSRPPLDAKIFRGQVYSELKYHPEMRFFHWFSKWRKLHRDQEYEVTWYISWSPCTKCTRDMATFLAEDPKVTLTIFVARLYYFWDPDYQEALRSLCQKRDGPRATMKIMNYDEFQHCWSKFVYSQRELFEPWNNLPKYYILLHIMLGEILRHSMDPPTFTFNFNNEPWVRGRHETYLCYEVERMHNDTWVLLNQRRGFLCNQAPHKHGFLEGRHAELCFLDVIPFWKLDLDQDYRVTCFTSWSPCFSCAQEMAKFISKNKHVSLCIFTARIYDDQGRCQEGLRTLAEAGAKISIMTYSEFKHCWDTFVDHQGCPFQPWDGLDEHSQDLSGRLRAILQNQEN
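HeLa cells stably expressing Vif and C-terminally eYFP-tagged A3G, seeded overnight at 37 deg C, then exposed to compound by pintool overnight at 37 deg C. Rise in yellow fluorescence (Ex 488/Em 500-530, Acumen) marks blocked Vif-driven A3G degradation.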
* = called active by the depositor; u = inconclusive; x = not tested or not shown; & = joins results of further samples; [ ] = remark or other dose. Unless noted, calls follow the shape of the dose curve; as a rule, active = well fitted curve in the direction sought with a large enough effect; inconclusive = small, poorly fitted or top-dose-only effect, or another doubt; inactive = no such curve, though single readings can be large; an effect the other way counts as inactive or inconclusive. An excerpt; rates above refer to the full screens.

SMILES | ERG-DNA inh | D2 agonist | LDHA block | D2 antag | Vif-A3F inh | Glioma ERSR ind | ALOX12 inh | RGS4 inhibitor | Vif-APOBEC3G blk
Cc1nn(CC(=O)Nc2ccccc2C(F)(F)F)c(=O)c2cccn12 | -8%&5% | 0.0 | 1&-10 | 0 | -3%&1% | -6%&-1% | 11%&0% | 15%&-5% | -1%&1%
O=C1COc2ccc(C(=O)COC(=O)c3ccc(Cl)cc3[N+](=O)[O-])cc2N1 | -4% | -0.3 | 1 | 9 | 1% | 0% | -19% | -9% | -5%
Cc1cccnc1NC(=O)c1ccc(OCC2CCCO2)cc1 (stereo not given) | -9% | 0.2 | -12 | -7 | 7% | -2% | 13% | 3% | -5%
CCOC(=O)c1cc(-c2nnc(-c3cc(OC)c(OC)c(OC)c3)o2)c(C)nc1C | -4% | x | -5 | x | -3% | -2% | 0% | 1%[11.4 µM] | 1%
Cc1ccc(S(=O)(=O)N2CCC(C(=O)OCCOc3cccc(C)c3)CC2)cc1 | 5% | 1.3 | -1 | -26 | -8% | -2% | -2% | -15% | 0%
O=C(CN1C(=O)c2ccccc2S1(=O)=O)Nc1ccon1 | x | -0.5 | -8 | 12 | 8% | 1% | -16% | -15% | 0%
Cc1ccnc(SCCn2c(Br)nc3c2c(=O)[nH]c(=O)n3C)n1 | -4% | 0.4 | -5 | 3 | 6% | -2% | 2% | 3% | -8%
O=C(CN1CCN(c2ccccn2)CC1)Nc1ccc(Oc2ccccc2)cc1 | -12% | x | 1 | x | 5% | -1% | u | -26% | -2%
Cc1c(CC(=O)O)c(=O)oc2c(C)c(OCc3nn[nH]n3)ccc12 | -10% | -0.7 | -2&-3 | -6 | 5% | 0% | u | 5% | -1%
COc1cccc(C(=O)CSc2nnc(CNS(C)(=O)=O)n2-c2ccc(C)cc2)c1 | 8% | -1.9 | -3 | 0 | -6% | -4% | u | u | 4%
Cc1ccccc1S(=O)(=O)Cc1ccc(C(=O)NCc2cccnc2)o1 | 2% | -1.2 | 0 | -18 | -8% | -4% | -1% | 10% | 3%
COc1ccc(OC)c(S(=O)(=O)n2cnc3ccccc32)c1 | -1% | 0.5 | -3 | 17 | -20% | -4% | 0% | -10%[56.9 µM] | u
COc1cc(Nc2c3c(nc4ccccc24)CCC3)cc(OC)c1OC | 3% | -1.5 | -3 | -33 | -5% | -4% | 22% | -12% | u
Cc1ccc2c(c1)C(O)(C1COC(C)(C)CC1=O)C(=O)N2C (stereo not given) | 8% | x | 2 | x | 9% | -2% | 3% | -17% | -2%
Nc1nc(COC(=O)c2ccc3c(c2)OCCO3)nc(Nc2ccccc2)n1 | -17%[15.4 µM] | x | -4 | x | 3% | -3% | -9% | -43% | -4%
COC(=S)N/C(=N\S(=O)(=O)c1ccc(Cl)cc1)c1ccccc1 | 1% | -0.1 | -2 | -8 | 6% | -1% | u | -6% | 0%
CCOc1cc(C(=O)Nc2ccc(S(=O)(=O)Nc3cnc4ccccc4n3)cc2)cc(OCC)c1OCC | -1% | x | -3 | x | 13% | 4% | 105%[activator] | -22% | -18%
CC1=C(C)CC(C(=O)N2CCN(Cc3ccccc3)CC2)C(C(=O)O)C1 (stereo not given) | -9% | 4.1 | -9 | 0 | -4% | -5% | -3% | 49% | 6%
COc1cccc(CN(C)CC(=O)Nc2ccccc2N2CCOCC2)c1OC | -6% | -0.9 | 0 | 20 | 0% | -1% | 0% | -4% | -13%
CCCc1nn2c(=O)c(C(c3cccc(Cl)c3)c3c(O)nc4sc(CCC)nn4c3=O)c(O)nc2s1 | -2% | 1.0 | -3 | 10 | 7% | -5% | -6% | -11% | -3%
Cc1ccccc1-c1nc(CS(=O)(=O)CC(=O)N2CCN(C)CC2)c(C)o1 | -5% | 0.5 | -6 | -5 | -1% | 0% | 8% | -10% | -1%
O=C(Cn1nnc(-c2cccs2)n1)NCc1ccco1 | 3% | 0.1 | -6 | -22 | -1% | -6% | 0% | 2% | 0%
Cc1c(C(=O)NCCSCc2ccccc2)cccc1[N+](=O)[O-] | 17% | -1.3 | -6 | 12 | -17% | 0% | 162%[activator] | 21% | -1%
Cc1ccc2nc(NC(=O)c3ccco3)sc2c1 | 14% | 0.0 | 3 | -20 | 7% | -14% | -8% | 32% | -16%
CCOC(=O)C1(CCCc2ccccc2)CCN(Cc2ccn[nH]2)CC1 | 1% | 0.9 | 1 | -7 | -22% | -2% | -8% | 11% | -6%
Cc1ccc(C(CNC(=O)c2ccc(Br)o2)N2CCN(C)CC2)cc1 (stereo not given) | 79%[activator] | 0.1 | -4 | -22 | 10% | -3% | -24% | 12% | -1%
O=C(N/N=C/c1ccc(O)cc1O)C(=O)N/N=C/c1ccc(O)cc1O | -5% | 0.3 | 3 | 8 | 13% | -1% | 2% | -29%[56.9 µM] | 7%
O=C(Nc1nnc(-c2ccccc2)s1)C1CCCN(C(=O)c2ccoc2)C1 (stereo not given) | x | x | 0 | x | x | -4% | x | u | 0%
COc1ccc(/C=N/NC(=O)Cn2cnc3ccccc3c2=O)cc1OC | 6% | 0.4 | -6 | -2 | 3% | -4% | 17% | -7% | 0%
O=C(NCc1ccccc1)c1cccc(NC(=O)C2CCCC2)c1 | -12% | x | -3 | x | -5% | -2% | 27% | 5% | -1%
CC1CCCN(C(=S)NC2CCCC2)C1 (stereo not given) | -2% | -0.5 | -2 | -6 | -1% | -5% | 3% | -20% | 1%
O=c1nc2sc3ccccc3n2c(=O)n1-c1ccc(Cl)c(Cl)c1 | 5% | 2.8 | -13 | x | -6% | 0% | -28% | 8% | 0%
CCOC(=O)Nc1ccc2c(c1)C(=NNC(=S)NC)c1ccccc1-2 | x | x | -6 | x | u | 2% | 40µM* | x | -13%
OC(CNC1CCCC1)COc1ccc(F)cc1 (stereo not given) | -5% | 1.6 | 0 | 2 | 9% | -3% | u | 9% | 1%
CCOC(=O)C1CCCN(S(=O)(=O)c2ccc3c(c2)N(C(C)=O)CCO3)C1 (stereo not given) | 8% | 1.1 | 2 | 3 | 6% | -2% | 3% | -10% | 8%
COc1ccc(OC(=O)c2ccncc2)cc1 | 2% | -0.5 | -4 | -10 | 1% | -2% | 0% | -11% | 3%
Cc1ccc(S(=O)(=O)CCC(=O)N2CCN(c3nc4c(C)c(C)ccc4s3)CC2)cc1 | 4% | 0.2 | u | x | 0% | -1% | u | 5% | 4%
COc1ccc(CNc2nc3ccccc3n2CCN2CCCCC2)cc1 | 2% | -1.1 | -3 | -20 | -22% | -3% | u | -16% | 3%
CSCCC(NC(=O)c1ccccc1Br)C(=O)N1CCCCCCC1 (stereo not given) | 16% | -0.1 | -2 | 3 | 6% | -4% | 4% | -12% | 0%
O=c1c2sccc2nc(SCc2cc(=O)n3cc(Cl)ccc3n2)n1-c1ccc(F)cc1 | 8% | 1.3 | -8 | 2 | 2% | -2% | 1% | 4% | 1%
CC(C)(C)n1nnnc1C(c1ccnc2ccccc12)N1CCN(C/C=C/c2ccccc2)CC1 (stereo not given) | x | x | 1 | x | x | -2% | u | x | -2%
COc1cccc(C2(O)CCN(C(=O)c3cccs3)CC2)c1 | -6% | -1.6 | -11 | 3 | -6% | -4% | 0% | 11% | -4%
COc1ccc(NC(=O)CCCc2nnc3n(CCC(C)C)c(=O)c4sccc4n23)cc1Cl | 6% | -0.1 | 0 | x | -5% | u | u | 5% | -11%
COc1ccc(-n2c(COc3ccc(C)cc3)nnc2SCc2ccc(C#N)cc2)cc1 | 1% | -0.1 | -1 | 3 | -7% | -4% | 2% | -11% | 3%
CCS(=O)(=O)c1nc2ccccc2n1CC(=O)Nc1ccccc1C(=O)OC | 11% | -0.4 | 1 | x | -4% | -4% | -7% | 3% | 2%
O=C(COC(=O)C1CCN(S(=O)(=O)c2ccc3c(c2)OCCO3)CC1)NC1CCS(=O)(=O)C1 (stereo not given) | 4% | 0.7 | -12 | -16 | 3% | -4% | -17% | 32% | 1%
CN(C(=O)CSc1nncn1C)C1CCCN(Cc2ccccc2F)C1 (stereo not given) | -1% | 0.0 | -11 | -1 | 1% | -2% | u | 9% | -11%
Cc1nn(CC(N)=O)c(=O)c2ccccc12 | -1% | -1.3 | -4 | 0 | -1% | -4% | 2% | 4% | 0%
CC(C)[C@H](NC(=O)c1ccccc1)C(=O)OCC(=O)N1CC2(C)CC1CC(C)(C)C2 (stereo not given in full) | 1% | -0.1 | -3 | -16 | 0% | -7% | 14% | 7% | 0%
COCCN(CC1CCCN(C2Cc3ccccc3C2)C1)C(=O)CCSC (stereo not given) | -4% | 1.7 | 2 | -5 | -4% | -2% | -4% | -10% | 0%
Cc1cc2cc(CCNC(=O)c3ccc(C)c([N+](=O)[O-])c3)c(=O)[nH]c2cc1C | 7% | -0.2 | 6 | -11 | 2% | 0% | 4% | -19% | -1%
COc1ccc2oc(C(=O)OCC(=O)N(C)C3CCS(=O)(=O)C3)c(C)c2c1 (stereo not given) | -13% | 0.6 | -6 | 3 | 4% | -3% | -21% | -7% | 3%

Structures listed so far marked active in ALOX12 inh:
canonical_smiles | ERG-DNA inh | LDHA block | D2 antag | Vif-A3F inh | Glioma ERSR ind | ALOX12 inh | RGS4 inhibitor
CCOC(=O)Nc1ccc2c(c1)C(=NNC(=S)NC)c1ccccc1-2 | x | -6 | x | u | 2% | 40µM* | x
